From PubChem
GoLoco inh red: inhibitors of human Gai1-RGS12 GoLoco interaction (red fluorophore) | Gai1:RGS12 GoLoco peptide FP, rhodamine, 10 min | AID 880 | Potency, µM (doses to about 61.6 µM), for the others: at the highest dose activity, negative = inhibition, hits mostly inhibitors | 230,000 compounds, 0.44% hits; active = well fitted inhibition curve with a large enough effect, not every such curve was filed as active; inactive = no such curve, though single readings can be large or run the other way; note: % is set by controls: 0 for no effect and ±100 for the full control effect; nearly all actives have a fitted effect of over 30% in size; many of its hits are not listed in these tables
Target sequence (P63096 whole entry, looked up): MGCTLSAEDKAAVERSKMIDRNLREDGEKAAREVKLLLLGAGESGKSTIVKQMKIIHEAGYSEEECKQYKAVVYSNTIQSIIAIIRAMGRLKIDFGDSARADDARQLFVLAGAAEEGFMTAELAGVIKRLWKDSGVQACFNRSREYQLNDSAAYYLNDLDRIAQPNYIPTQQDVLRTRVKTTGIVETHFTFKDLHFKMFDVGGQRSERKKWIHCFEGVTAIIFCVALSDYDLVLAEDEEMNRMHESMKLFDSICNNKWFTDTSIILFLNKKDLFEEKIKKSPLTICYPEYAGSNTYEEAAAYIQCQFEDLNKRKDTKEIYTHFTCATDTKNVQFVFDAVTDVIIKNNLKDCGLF
GAA inhib: blocks human lysosomal alpha-glucosidase; P10253; purified human GAA, 4-MU-alpha-glucoside fluorescence; Potency, µM (doses to about 76.9 µM), for the others: at the top dose activity change, negative = inhibition, most hits filed as inhibitors; 200,000 compounds, 0.005% hits; AID 1466;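 note: plate controls were uninhibited enzyme wells for no effect and no-enzyme background for full effect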
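Fluorescence at Ex 365/Em 440 nm from 4-methylumbelliferone reported enzyme activity after 20 min at room temperature. Reactions used 4 nM enzyme and 400 uM substrate at pH 5.0; curves fitted with the Hill equation.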
IMPase Li inh: membrane-permeable IMPase blocker, potentiated with lithium. 210,000 compounds, 0.35% hits. AID 1457. Potency, µM (doses to about 59.4 µM), without a hit: at the highest dose activity, negative = IMPase inhibition, usual class: inhibitors. CHO-M1 cells, IP1 TR-FRET (IP-One), carbachol + lithium;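 note: IP1 builds up when IMPase is blocked and the TR-FRET signal falls; plate controls were basal vehicle for no effect and high inhibitor control for full effect; nearly all actives have a fitted effect of over 50% in size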
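IP1 accumulation measured by competitive TR-FRET in lysed CHO-M1 cells after 30 min compound exposure at 37C, with a small lithium addition to potentiate weak responses. Hill-equation AC50 from ratio and donor-channel data.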
GAA glycogen: alters human alpha-glucosidase cleavage of glycogen; recombinant GAA, glycogen substrate, Amplex Red glucose oxidase fluorescence; Potency, µM (series often up to 76.4 µM), for inactives: top-dose activity change, negative = inhibition, actives largely listed as inhibitors; 300,000 compounds, 0.38% hits; AID 2100;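 note: 0% = full enzyme reaction and -100% = no-enzyme basal signal; the screen sought inhibitors and activators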
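Recombinant human alpha-glucosidase (4 nM final) hydrolysed bovine liver glycogen (30 ug) for 40 min at 37 C in pH 5.0 citrate/phosphate with 0.01% Tween-20. Released glucose detected by glucose oxidase/Amplex Red, Ex 573/Em 610 nm. Compounds up to 77 uM; AC50 from Hill fits.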
HTT cytoprotect: protects HTT-Q103 PC12 cells, measured by ATP; PC12 HTT-Q103 induced, cytoprotection, ATP luminescence, 40 h; Potency, µM (highest dose often 56.4 µM), for the others: cytoprotection (ATP increase), usual class: activators; 230,000 compounds, 0.14% hits; AID 1471;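 note: % of control where 0% means no effect; nearly all actives have a fitted effect of over 45% in size; toxic huntingtin expression switched on by the ecdysone agonist tebufenozide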
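PC12 cells stably carrying ecdysone-inducible Htt exon 1 (Q103)–GFP were induced with 100 nM tebufenozide (final) alongside library compounds in a dose series. Cytoprotection was scored as retained ATP by ATPlite luminescence.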
HTT aggregate: inhibitors of mutant huntingtin aggregate formation in PC12 cells. PC12 HttQ103-GFP aggregates, Acumen cytometry, 40 h. Potency, µM (doses to about 46.1 µM), for inactives: at the top dose activity change, negative = inhibition, hits mostly inhibitors. 220,000 compounds, 1.1% hits; note: % is set by controls: 0 for no effect and ±100 for the full control effect; nearly all actives have a fitted effect of over 60% in size
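Ecdysone-promoter PC12 model expressing HTT exon 1 Q103 fused to GFP, induced by tebufenozide at 100 nM final. Compounds titrated; aggregates sized 1–25 µm scored on a 488 nm laser cytometer.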
GAA spleen mod: inhibitors or activators of human alpha-glucosidase in spleen homogenate | P10253 | human spleen homogenate, 4-MU-alpha-glucoside fluorescence | Potency, µM (series often up to 79.9 µM), inactives show at the top dose activity change, negative = inhibition, hits mostly inhibitors | 240,000 compounds, 0.006% hits | AID 2112;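 note: 0% = enzyme with vehicle and -100% = no enzyme basal signal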
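Human spleen homogenate (1 ug) with 4-methylumbelliferyl-alpha-D-glucopyranoside (1 mM final) in 50 mM citrate/phosphate pH 5.0, 0.01% Tween-20; 40 min at 37 C. Stopped at pH 10; 4-MU fluorescence Ex 365/Em 440 nm; AC50 by Hill fit.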
* = called active by the depositor; ? = inconclusive; . = no result given; [ ] = remark or other dose. Unless noted, calls come from the whole dose curve; as a rule, active = well fitted curve in the direction sought with a large enough effect; inconclusive = small, poorly fitted or top-dose-only effect, or another doubt; inactive = no such curve, though single readings can be large; an effect the other way counts as inactive or inconclusive. Potency is the fitted concentration of half-maximal effect. Some of the compounds tested; the hit share may differ from the screen's.

SMILES | GoLoco inh red | GAA inhib | IMPase Li inh | GAA glycogen | HTT cytoprotect | HTT aggregate | GAA spleen mod
O=C(CN1CCOCC1)Nc1ccc(N2CCN(c3ccccc3)CC2)c(F)c1 | 1.5% | -2.7% | 0.4% | 0.5% | -13.6%[10 µM] | 3.3% | -3.3%
O=C(OCCN1C(=O)CCC1=O)c1ccc(S(=O)(=O)N2CCCCC2)cc1 | 3.4% | 5.7% | 8.4%[38.3 µM] | 3.8% | -18.3%[0.074 µM] | -6.4% | -2.5%
O=C(O)C(Cc1ccccc1)N1C(=O)c2ccccc2C1=O (stereo not drawn) | 10.4% | -9.6% | -8.5%[38.3 µM] | ? | -48.7%[inhibitor] | 0.0% | 0.7%
COC(=O)C1=CN(CCCN2CCCC2=O)C=C(C(=O)OC)C1c1ccccc1C(F)(F)F | 3.6% | ? | -10.1%[38.3 µM] | 3.9% | -23.8% | 11.8% | ?
COc1ccc(C2Nc3ccccc3C(=O)N2c2ccc(C)cc2)cc1Cn1nc(C)c([N+](=O)[O-])c1C (stereo not drawn) | . | 4.3% | . | -8.9% | -57.3%[inhibitor] | -10.5% | -11.4%
CCCc1nc(SCC(=O)NNC(=O)c2ccc(OC)cc2)c2ccccc2n1 | 5.3% | -0.9% | 10µM* | -1.2% | 22.8%[10 µM] | -7.6% | 2.5%
O=C(Cn1c(=O)oc2cc(S(=O)(=O)N3CCCC3)ccc21)N1CCN(c2ccccc2)CC1 | 14.4% | -0.1% | -6.7%[38.3 µM] | 9.7% | -13.5% | 17.5% | 1.9%
Cc1ccccc1-n1c(=O)cc(N2CCCCCC2)[nH]c1=O | 7.7% | -0.3% | -1.3% | 2.7% | -5.7% | -21.3% | -6.8%
Cc1cc(C)cc(C(=O)NCCCc2ccccc2)c1 | -13.5% | 10.5% | 9.5% | -3.5% | -46.3%[1.9 µM] | 20.9%[9.22 µM] | 5.1%
COc1ccc2c(c1)[nH]c1c(=O)n(CCCN3CCOCC3)cnc12 | -5.1% | -5.1% | 20.0%[38.3 µM] | 0.6% | -2.7% | -17.3% | -0.7%
Cn1ccnc1Sc1nc(Nc2cccc(Cl)c2)nc(N2CCOCC2)n1 | -31.4% | -7.6% | 13.9%[38.3 µM] | -16.4% | 20.2% | -4.8%[9.22 µM] | 2.3%
CN(C)CCNC(=O)c1cc2ccccc2oc1=O | -10.0% | -0.9% | 23.2%[38.3 µM] | -13.8% | -4.0% | -13.7% | -11.9%
COc1ccc(OC)c(-n2c(O)cnc2Nc2nc(C)cc(C)n2)c1 | -2.7% | -1.2% | -1.7%[38.3 µM] | 7.4% | -2.0% | -9.5% | -3.9%
O=C(Nc1ccc(Oc2ccc(NC(=O)C3CCCO3)cc2)cc1)C1CCCO1 (stereo not drawn) | -0.3% | 2.2% | -2.4%[38.3 µM] | -6.8% | -11.5%[10 µM] | 10.8%[9.22 µM] | 1.2%
COc1ccc(C(C)=O)cc1COC(=O)CNC(=O)c1ccc(Cl)cc1 | 15.8% | 6.7% | ? | 6.9% | 7.8%[10 µM] | -2.9% | -4.9%
Cc1ccccc1-n1c(SCC(=O)N2CCOCC2)nc(O)cc1=O | -4.0% | 0.0% | 9.8%[38.3 µM] | -18.5% | 0.2% | -2.3% | 5.2%
O=C(CCc1nc2ccccc2c(=O)[nH]1)N1CCN(C/C=C/c2ccccc2)CC1 | 19.1% | -24.6% | 33.8%[activator][38.3 µM] | -1.6% | 8.9% | -20.2% | -3.8%
COC(=O)c1c(NC(=O)CSc2nnc(C)c(=O)[nH]2)sc(C)c1C | 20.4% | 10.4% | -7.6% | 10.6% | 27.1% | -9.8% | 0.7%
COc1ccccc1N1CCN(C(=O)c2cc(-c3ccco3)on2)CC1 | 16.4% | -3.1%[15.4 µM] | 5.4%[38.3 µM] | -3.2% | -2.0% | 13.5% | 3.4%
COc1ccccc1NC(=O)CSc1nnc(-c2ccco2)o1 | 1.0% | -0.4% | -15.7%[38.3 µM] | 6.0% | -9.2% | 4.7% | -1.6%
Cc1cccc(NC(=O)C(C)N2C(=O)C3C4CC(C(Br)C4Br)C3C2=O)c1 (stereo not drawn) | -7.3% | -4.8% | -15.5%[38.3 µM] | 2.2% | -13.8% | 12.2% | -11.6%
Cc1ccccc1-c1nc(S(=O)(=O)c2ccc(Cl)cc2)c(NCCN2CCOCC2)o1 | 4.3% | -7.1% | 25.7%[38.3 µM] | -9.6% | -7.4% | 9.6% | 1.3%
COc1ccc(-c2c(C)n([O-])c(C)c(-c3ccccc3)[n+]2=O)cc1OC | -6.7% | 2.9% | -5.6%[38.3 µM] | 4.1% | 10.0% | 8.5% | 3.6%
O=C(CSCc1ccc(F)cc1)NCc1ccco1 | -8.4% | 9.7% | 18.3%[38.3 µM] | 7.4% | 7.5% | 6.5% | 0.4%
O=C1CN(C(=O)COC(=O)/C=C/c2ccco2)c2ccccc2N1 | 4.7% | -3.9% | 0.6% | -2.8% | 0.8%[10 µM] | 18.6% | -3.6%
CC(NC(=O)c1ccco1)c1ccc2c(c1)OCCO2 (stereo not drawn) | -3.2% | 0.7% | 7.3% | 9.1% | 17.2%[10 µM] | -6.1% | -3.2%
C/C(CC(=O)Nc1ccc(Cl)cc1Cl)=N\NC(=O)C(=O)NCCO | 0.4% | -4.9% | 1.3% | -9.7% | 12.9%[10 µM] | 17.0% | 1.2%
Nn1cnc2c([nH]c3ccccc32)c1=O | 3.5% | 1.7% | -4.9% | 4.2% | -28.7%[1.9 µM] | -17.1% | -11.9%
O=C(Nc1ccc(O)c2c(=O)cc(-c3cccc(Cl)c3)oc12)c1cccc(Cl)c1 | 4.7% | . | . | 5.3% | -3.6%[10 µM] | 16.9%[9.22 µM] | 3.8%
CCOC(=O)C1CCN(C(=O)c2cccc(NS(=O)(=O)c3ccc(F)c(F)c3)c2)CC1 | 2.4% | -3.7% | 0.5% | 5.0% | -33.5% | -10.6% | 4.6%
COc1cc(Br)c(S(=O)(=O)Nc2c(C)n(C)n(-c3ccccc3)c2=O)cc1OC | 0.3% | -5.1% | 0.7%[38.3 µM] | -26.3% | -7.2% | 2.2% | -1.8%
CCc1nc(SCC(=O)Nc2cc(C)on2)n[nH]1 | 2.5% | 3.7% | -24.6%[38.3 µM] | 8.5% | -2.3% | 15.5% | -10.7%
O=C(COc1ncnc2ccccc12)N1CCN(S(=O)(=O)c2ccccc2)CC1 | -21.8% | -5.9% | 18.5%[38.3 µM] | -5.7% | 15.8%[10 µM] | -11.3% | -4.5%
Cc1ccc(-c2cc(C(=O)NCCN3CCOCC3)no2)cc1 | -3.2% | -10.9% | 9.2%[38.3 µM] | 7.1% | -24.4%[0.074 µM] | 3.7% | 1.3%
COc1ccc(N2C(=O)C(O)C2c2ccc(C)cc2)cc1 (stereo not drawn) | 0.5% | 3.9% | -2.3% | 3.6% | . | -2.0% | -4.8%
Cc1ccc(-n2cc(CNCCn3nc(C)cc3C)c(-c3ccc(F)cc3)n2)cc1 | 6.5% | ? | 2.9% | -12.7% | -20.0%[10 µM] | 4.2%[9.22 µM] | 0.5%
CCCNC(=O)C1CCN(S(=O)(=O)c2c(C)noc2/C=C\c2ccc(OC)cc2)CC1 | 2.3% | -3.7% | 17.4%[38.3 µM] | -6.0% | -19.6% | -4.9% | -0.1%
COc1ccc(C2C(C#N)=C(SC)NC3=C2C(=O)CC(C)(C)C3)cc1 (stereo not drawn) | 1.0% | ? | -3.6%[38.3 µM] | 1.3% | -1.8% | -13.0% | -7.3%
CCCCCCSc1nsc(N)n1 | 3.2% | 0.9% | -12.7%[38.3 µM] | 0.4% | 7.1% | 5.1% | -8.8%
COn1c2c(c3c4nonc4ccc31)CCCC2 | -0.9% | -2.5% | 8.2%[38.3 µM] | -9.6% | 3.9% | ? | 0.6%

Reprinted from the part before: 5 entries; new compounds follow.
SMILES | GoLoco inh red | GAA inhib | IMPase Li inh | GAA glycogen | HTT cytoprotect | HTT aggregate | GAA spleen mod
Cc1ccc(-n2cc(CNCCn3nc(C)cc3C)c(-c3ccc(F)cc3)n2)cc1 | 6.5% | ? | 2.9% | -12.7% | -20.0%[10 µM] | 4.2%[9.22 µM] | 0.5%
CCCNC(=O)C1CCN(S(=O)(=O)c2c(C)noc2/C=C\c2ccc(OC)cc2)CC1 | 2.3% | -3.7% | 17.4%[38.3 µM] | -6.0% | -19.6% | -4.9% | -0.1%
COc1ccc(C2C(C#N)=C(SC)NC3=C2C(=O)CC(C)(C)C3)cc1 (stereo not drawn) | 1.0% | ? | -3.6%[38.3 µM] | 1.3% | -1.8% | -13.0% | -7.3%
CCCCCCSc1nsc(N)n1 | 3.2% | 0.9% | -12.7%[38.3 µM] | 0.4% | 7.1% | 5.1% | -8.8%
COn1c2c(c3c4nonc4ccc31)CCCC2 | -0.9% | -2.5% | 8.2%[38.3 µM] | -9.6% | 3.9% | ? | 0.6%
CN(C)C(=O)c1c2c(nc3ccccc13)-c1ccccc1CC2 | -2.6% | -2.6% | 14.1%[38.3 µM] | -2.5% | -14.4% | 12.0% | 0.5%
CC(=O)N1CCN(C(=O)c2cc(S(=O)(=O)Nc3ccc(S(C)(=O)=O)cc3)ccc2Cl)CC1 | 11.4% | -5.3% | -17.7% | 4.5% | -18.5% | -11.5% | -0.8%
O=C(CN(C(=O)CCC(=O)Nc1ccccn1)c1ccc2c(c1)OCO2)NCc1ccco1 | -2.3% | 0.1% | 16.0%[38.3 µM] | -2.9% | 19.7% | -5.1% | 8.7%
COC(=O)c1ccc2c(=O)n(CCCN3CCOCC3)c(=S)[nH]c2c1 | -0.8% | -8.1% | -6.0%[38.3 µM] | 1.1% | 3.9% | -0.1% | -0.1%
CC(=O)c1ccc2c(c1)N(C)c1ccccc1S2 | 5.0% | -0.3% | 3.5% | -10.1% | -19.5%[10 µM] | -21.5% | -2.4%
CCCS(=O)(=O)c1ccc(COC(=O)c2ccc(NC(C)=O)cc2)cc1 | -1.1% | 2.2% | 18.1% | 11.7% | 9.8% | 3.0%[9.22 µM] | 0.5%
O=C(CCc1nc(-c2ccccc2F)no1)Nc1ccc(Oc2ccccc2)cc1 | 5.7% | -12.9% | 10.9%[38.3 µM] | -12.0% | -88.7%[inhibitor] | 3.98µM* | -8.9%
O=C(Cc1ccc([N+](=O)[O-])cc1)Nc1cc(C(F)(F)F)cc(C(F)(F)F)c1 | 1.9% | 7.1% | . | -1.3% | 6.9%[10 µM] | 2.7%[9.22 µM] | -4.0%
